DT40 TDP1 CPT: qHTS for Inhibitors of human tyrosyl-DNA phosphodiesterase 1 (TDP1): qHTS in cells in presence of CPT. Potency, µM (doses to about 46.2 µM), for inactives: top-dose activity change, negative = growth inhibition, hits mostly inhibitors. actives 12% (n = 420,000). AID 686979, 2013. chicken DT40 Tdp1-/-;hTDP1 cells + 20 nM CPT, ATP luminescence, 48 h; active means well fitted inhibition curve with a large enough effect; inconclusive means small, poorly fitted or top-dose-only effect; further: nearly all actives have a fitted effect of over 55% in size
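Chicken DT40 Tdp1-/- cells complemented with human TDP1, 400 cells/well, exposed to compounds plus 20 nM camptothecin for at least 48 h at 37 C; viability read as ATP content by CellTiter-Glo luminescence.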
* = called active by the depositor; ? = inconclusive; [ ] = dose if it differs, or a comment. On the % scale 0 is the no-effect control and ±100 the full control effect; potency means the concentration at half of the fitted maximal effect.

SMILES	DT40 TDP1 CPT
CC1(C(=O)NCc2cccs2)Cc2c(-c3cccc(C(F)(F)F)c3)ccnc2O1 (centres undefined)	3.3µM*
OCC[C@@H]1C[C@H](O)[C@@H](O)[C@@]2(OCCCc3cc(C(F)(F)F)ccc32)O1	-6%
COC(=O)[C@]12CCCCC=C1N(Cc1ccc3c(c1)OCO3)C(=O)[C@H](CC(=O)NCc1cccc(C(F)(F)F)c1)C2	?
CC(=O)N1c2ccccc2N=C(c2ccc3c(c2)OCO3)C1C(=O)NCc1ccccc1 (centres undefined)	?
Cn1ccc2c(N(Cc3ccccc3)Cc3ccccc3)cc3c(c21)C1CCC3C1 (centres undefined)	18µM*
CCC1Nc2ncnc(N3CCc4ccccc4C3)c2N(Cc2ccc(Br)cc2)C1=O (centres undefined)	?
COc1ccc(C(C)(NC(C)=O)c2nc(/C=C/c3ccccc3)cs2)cc1 (centres undefined)	?
CC(=O)Oc1ccccc1Cn1c(C)c(C(=O)NCc2cccc([N+](=O)[O-])c2)sc1=O	?
COc1ccc(-c2nc3ccc(C)cn3c2Cc2ccsc2)cc1OC	8.2µM*
CCOC(=O)[C@]12CCCC=C1N(CCc1ccc(OC)c(OC)c1)C(=O)[C@H](CC(=O)N1CCN(C(=O)C3CC3)CC1)C2	-10%
CCC(CC)C(C(=O)NCc1ccccc1)N1CCN(CCN2CCOCC2)CC1 (centres undefined)	-10%
CCCCNC(=O)C1(C)CCN1C(=O)c1cc(-c2cccs2)oc1C (centres undefined)	1.6µM*
O=C1OC(c2cccc3c(F)cccc23)c2ccccc21 (centres undefined)	-20%
ON=C1CCC2CCCCC2C1 (centres undefined)	-4%
N#C/C(=C\c1cccn1S(=O)(=O)c1ccccc1)S(=O)(=O)c1ccc(F)cc1	-12%
O=C(OCc1cc(=O)n2ccsc2n1)C1(c2ccccc2)CC1	-20%
CN1OC[C@@H]2CN[C@H](c3cccc(Oc4ccccc4)c3)C[C@@H]21	-4%
COc1ccc(S(=O)(=O)N2CCOCC2)cc1NC(=O)Cc1ccc(F)cc1	-18%
COc1cc(NC(=O)c2cc(-c3cc(F)ccc3OC(C)C)n[nH]2)cc(OC)c1OC	?
COCCN(CCOC)Cc1cc(=O)oc2cc(C)ccc12	-25%
COc1cc(CNCc2cc3cc(C)ccc3nc2-c2ccc(F)cc2)cc(OC)c1OC	-13%[9.04 µM]
CC(C)N1CCCC(C)(C(=O)Nc2nccc3ccccc23)C1 (centres undefined)	4%
O=C(OCc1cn([C@@H]2CN(Cc3cccs3)[C@@H](c3ccc(Cl)cc3)C[C@H]2O)nn1)c1ccccc1	?
COc1ccc(S(=O)(=O)NC(=O)C2(C)CCN2C(=O)Cc2ccc(-c3ccccc3)cc2)cc1 (centres undefined)	2%
Cc1c(-c2ccccc2)n(O)[n+]([O-])c1-c1ccccc1	3%
COc1ccc(OC)c(-c2cc(Cl)c3c(c2)CC(CNC(=O)/C=C/c2ccccn2)O3)c1 (centres undefined)	3%[9.04 µM]
CN(C)CCCOc1ccc(-c2cccc3nncn23)cn1	-8%
CCOc1ccc(NC(=O)c2ccc3c(c2)N(C)CCS3)cc1	-17%
OC[C@@H]1CN(CCN2CCOCC2)C[C@H](n2cnc3c(Nc4ccccc4)ncnc32)O1	-3%
COC1=Nc2ccccc2/C=C\c2ccccc21	-11%

Part of the list above in another layout.
mol | DT40 TDP1 CPT
N#C/C(=C\c1cccn1S(=O)(=O)c1ccccc1)S(=O)(=O)c1ccc(F)cc1 | -12%
O=C(OCc1cc(=O)n2ccsc2n1)C1(c2ccccc2)CC1 | -20%
CN1OC[C@@H]2CN[C@H](c3cccc(Oc4ccccc4)c3)C[C@@H]21 | -4%
COc1ccc(S(=O)(=O)N2CCOCC2)cc1NC(=O)Cc1ccc(F)cc1 | -18%
COc1cc(NC(=O)c2cc(-c3cc(F)ccc3OC(C)C)n[nH]2)cc(OC)c1OC | ?
COCCN(CCOC)Cc1cc(=O)oc2cc(C)ccc12 | -25%
COc1cc(CNCc2cc3cc(C)ccc3nc2-c2ccc(F)cc2)cc(OC)c1OC | -13%[9.04 µM]
CC(C)N1CCCC(C)(C(=O)Nc2nccc3ccccc23)C1 (centres undefined) | 4%
O=C(OCc1cn([C@@H]2CN(Cc3cccs3)[C@@H](c3ccc(Cl)cc3)C[C@H]2O)nn1)c1ccccc1 | ?
COc1ccc(S(=O)(=O)NC(=O)C2(C)CCN2C(=O)Cc2ccc(-c3ccccc3)cc2)cc1 (centres undefined) | 2%
Cc1c(-c2ccccc2)n(O)[n+]([O-])c1-c1ccccc1 | 3%
COc1ccc(OC)c(-c2cc(Cl)c3c(c2)CC(CNC(=O)/C=C/c2ccccn2)O3)c1 (centres undefined) | 3%[9.04 µM]
CN(C)CCCOc1ccc(-c2cccc3nncn23)cn1 | -8%

Further results follow:
SMILES	DT40 TDP1 CPT
CCOc1ccccc1NC(=O)COC(=O)COc1cccc2c1OC(C)(C)C2	3%
Cc1ccc(S(=O)(=O)NC(=O)N[C@@H](C)Cc2ccccc2)cc1	20%
CCc1nc2cc(NC(=O)C3(C)CCCN(C(C)C)C3)ccc2o1 (centres undefined)	-12%
CCOC(=O)[C@]12CCC=C1N(Cc1ccc(Cl)cc1Cl)C(=O)[C@H](CC(=O)N1CCC(c3ccccc3)CC1)C2	?
CC1(C(=O)NS(=O)(=O)C2CC2)CCCN(C(=O)c2cccs2)C1 (centres undefined)	5.2µM*
c1ccc(Cn2ccnc2C2OCCO2)cc1	-4%
COc1ccc(OC)c(NC(=O)COC(=O)c2ccc(S(=O)(=O)N3CCCCC3)cc2)c1	-15%
CCCC(=O)N1CCC1(C)C(=O)NS(=O)(=O)c1ccc(C(C)(C)C)cc1 (centres undefined)	-17%
NS(=O)(=O)c1ccc(S(=O)(=O)N2CCCC(c3ccccc3)C2)cc1 (centres undefined)	?
Cc1ccc(S(=O)(=O)NN=Cc2ccco2)cc1	3%
Cc1ccc(C(=O)N(Cc2nnc(-c3ccccc3Cl)o2)C2CC2)o1	?
CC(C)NC(=O)c1ccc(COc2cccc3ccccc23)o1	?
CC(OC(=O)C1=COCCO1)C(=O)NC1CCCC(C)C1C (centres undefined)	6%
CCc1nc2ccc(C(=O)NCCc3c[nH]c4ccccc34)cn2c1N(C)Cc1nccn1C	?
CCOC1=C2[C@@H](CN(S(=O)(=O)c3ccc(C)cc3)[C@H]2c2cccc3ccccc23)[C@H]2C(=O)NC(=O)[C@H]2C1	?
O=C(NCc1cccnc1)c1[nH]c(C(F)(F)F)nc1-c1ccccc1	-3%
Cc1ccccc1NC(=O)Nc1nc(CN)cs1	16µM*
COc1ccccc1Cc1c(-c2cccc(Br)c2)nc2c(C)cc(Br)cn12	16µM*
Cc1noc(C)c1-c1ccc(C(=O)NCCC(F)(F)F)c2occc12	15µM*
COc1cccc2ccc(CC(O)(c3ccccc3)c3ccccc3)nc12	?
CC1(C(=O)NS(=O)(=O)c2ccccc2OC(F)(F)F)CCN1C(=O)Cc1ccccc1 (centres undefined)	1%
O=C(Nc1c2c(nn1-c1ccccc1)CS(=O)(=O)C2)c1ccc(Br)o1	-8%
Cc1nc2cc(NC(=O)[C@@H]3C[C@@H](Sc4ccccn4)CN3Cc3ccccc3F)ccc2s1	-4%[9.04 µM]
CCc1nc2cc(C(=O)NC3CCOC(C)(C)C3)cc(NC(=O)c3ccccc3OC)c2n1C (centres undefined)	7%
COCCNC(=O)C1(C)CCCN(C(=O)c2ccc(-c3ccccc3)cc2)C1 (centres undefined)	?
CN[C@H]1C[C@H]2c3cc(N4CCN(C)CC4)ccc3CCN2C(=O)[C@H]1[C@H](C)O	-12%
COc1cccc(-n2c(SC)nnc2C2CCN(Cc3cccc(OC)c3O)CC2)c1	-2%[9.04 µM]
COc1ncnc2c1ncn2CCCNC1CCN(Cc2ccccc2)CC1	6%
Cc1ncc2c(c1CNC(=O)c1ccc3c(c1)OCO3)CCN(C(=O)c1cc3ccccc3o1)C2	2%[9.04 µM]
COc1ccc(CCCNC(=O)C2(C)Cc3c(-c4ccc(C(N)=O)cc4)ccnc3O2)cc1 (centres undefined)	?
COc1ccc(C=CC(=O)c2ccc3cc(OC)c(OC)cc3c2)cc1OC	?
CCc1nc2ccc(C(=O)NCCCn3ccnc3)cn2c1N(C)CCCc1ccccc1	18µM*
COc1ccc2c(=O)cc(-c3ccccc3)oc2c1O	?
COc1cc2ccnc(C=O)c2cc1OC	4.6µM*
O=C(C[C@H]1C[C@@H]2c3cc(NS(=O)(=O)c4ccccc4)ccc3O[C@@H]2[C@H](CO)O1)NC1CCCC1	-28%
CCOC(=O)[C@]12CCC=C1N(Cc1ccccc1)C(=O)[C@H](CC(=O)NCC1CCCCC1)C2	-18%
CCCCNC(=O)C1(C)CCN1C(=O)c1ccccc1Br (centres undefined)	-1%
Cc1cccc(NC(=O)c2ncn3c2C(=O)N(C)CC3)c1	-11%
CC(C)c1c(C(=O)NCc2ccncc2)cnn1-c1nccc(-c2cccs2)n1	-12%[9.04 µM]
COc1ccc(CN2C(=O)CSCC2(C)C(=O)Nc2c(C)cccc2C)cc1OC (centres undefined)	-117%
CCn1c(-c2cccc(OC)c2)nc2cc(NC(C)=O)cc(C(=O)N(C)CC3COCCO3)c21 (centres undefined)	2%
COc1ccc(OC)c(NC(=O)C2(C)CCN2C(=O)C2(c3ccccc3)CCCC2)c1 (centres undefined)	?
CCN(CCc1ccccc1)c1ccc2c(c1)C1CC2CCN1Cc1ccccc1 (centres undefined)	6.5µM*
COc1cccc(S(=O)(=O)N(C)C[C@H]2OCc3cnnn3CCCC(=O)N([C@@H](C)CO)C[C@@H]2C)c1	1%
Cc1ccc2c(C)c(C(=O)NCC3CCOCC3)oc2c1C	?
Cc1cccc(C)c1NC(=O)C1c2ccccc2OCC(=O)N1CCCN1CCOCC1 (centres undefined)	-22%
COc1ccc(CCC(=O)Nc2ccc(S(=O)(=O)NC3=NCCCCC3)cc2)cc1	25%
CN(C)CCN1CCN(C(c2ccnc3ccccc23)c2nnnn2-c2ccc3c(c2)OCCO3)CC1 (centres undefined)	-23%
Cc1ccc(F)c(CNC(=O)C2(C)CCCN2C(=O)C(C)C)c1F (centres undefined)	-29%
O=C(c1ccc([N+](=O)[O-])cc1Cl)N1CCN(Cc2ccccc2)CC1	?
Following part.
SMILES	DT40 TDP1 CPT
C[C@@H](CO)NC(=O)c1[nH]cnc1C(=O)Nc1ccc(CNC(=O)OC(C)(C)C)cc1	23µM*
COc1ccc(-c2c(C(=O)c3ccccc3)[nH]c(N)c2C(=O)c2ccccc2)cc1OC	?
COc1cccc(-c2cc(NC(C)=O)c3ncc(-c4cccc(C(C)=O)c4)n3c2)c1	23µM*
CCOC(=O)[C@H](CCc1ccccc1)N[C@@H](C)C(=O)N1CC2(C[C@H]1C(=O)O)SCCS2	0%
CC(=O)Nc1cccc(-c2ccnc3c2CC(C)(C(=O)NCCC(F)(F)F)O3)c1 (centres undefined)	3.7µM*
Cc1ccc(S(=O)(=O)N2C[C@H]3N(C(=O)OC(C)C)N(C(=O)OC(C)C)C[C@H](OC(=O)NCc4ccco4)[C@@]3(O)C2)cc1	?
Cc1cc(C)n(-c2cccc(C(=O)NCC3Cc4cccc(-c5cccnc5)c4O3)c2)n1 (centres undefined)	?
CCOC(=O)CC(S(=O)(=O)c1ccccc1)S(=O)(=O)c1ccccc1	0.58µM*
O=C(NC1CC1)c1cccc2c1C(=O)c1ccc(N3CCC(N4CCCCC4)CC3)cc1S2(=O)=O	-2%
CCc1nc2c(OCc3ccccc3C)cccn2c1N(C)C(=O)C(C)C	18µM*
Cc1cc(C(=O)NCc2nc(-c3cccc(NC(=O)c4cc(C)oc4C)c3)oc2C)nc(C)n1	-15%[9.04 µM]
CC1(C(=O)NS(=O)(=O)c2ccc(F)cc2F)CCN1C(=O)c1ccc(C2CCCCC2)cc1 (centres undefined)	-10%
CC1(C(=O)NS(=O)(=O)c2cccc(C#N)c2)CCN1C(=O)C1(c2ccccc2)CC1 (centres undefined)	7%
CCn1c(-c2ccccc2F)nc2cc(NC(C)=O)cc(C(=O)N3CCCC3c3nccs3)c21 (centres undefined)	7%[9.04 µM]
O=C(OC1CC2CC1[C@H]1CCCCN1C2=O)N1CCOCC1 (some centres undefined)	11%
C[C@@H]1CN([C@@H](C)CO)S(=O)(=O)c2ccc(Br)cc2O[C@H]1CN(C)C(=O)C1CCC1	?
Cc1ccc(C)c(C(Nc2ccccc2)c2ccc3ccc(C)nc3c2O)c1 (centres undefined)	21µM*
OC(c1cccc(Cl)c1)c1nc(-c2ccc3c(c2)OCO3)cs1 (centres undefined)	?
COc1ccccc1CNC(=O)C[C@H]1CC[C@@H]2[C@H](COC[C@H](O)CN2Cc2ccc3c(c2)OCO3)O1	?
CC1(C(=O)Nc2ccc3c(c2)OCO3)CCN1C(=O)Cc1cccc2ccccc12 (centres undefined)	21µM*
CCc1nc2ccc(C(=O)NCCOc3ccc(OC)cc3)cn2c1N(C)Cc1nccn1C	-28%
Cc1ccc(C(=O)N(Cc2cc3cccc(C)c3nc2N2CCC(O)CC2)C2CC2)cc1	-1%[9.04 µM]
Cc1ccc(S(=O)(=O)N2CCCC(C(=O)NCCc3ccc(Cl)cc3)C2)cc1 (centres undefined)	?
COc1cccc(Nc2nc(C(N)c3ccccc3)cs2)n1 (centres undefined)	9.2µM*
CN(Cc1ccc(Cl)cc1Cl)C(=O)C1CC(=O)N(Cc2ccco2)C1 (centres undefined)	-11%
COCOCCn1cc(CN2CCS(=O)(=O)N(Cc3ccc(-c4ccc(C)cc4)cc3)C(C)C2=O)nn1 (centres undefined)	?

Compound activity: PubChem, National Center for Advancing Translational Sciences (NCATS)

This is a subset; the hit share may differ from the screen's.
